FBA Mtb inh: Mtb FBA enzyme inhibitors, primary screen, biochemical, fluorescence, strain H37Rv; AID 588726, 2011; purified M. tuberculosis FBA, fluorescence read-out; 360,000 tested, 2.3% active; inhibition, % at 1 µM; in the data active = inhibition above about 27%;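 also: 0% = vehicle and 100% = reference inhibitor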
Target sequence (P9WQA3 whole entry, looked up): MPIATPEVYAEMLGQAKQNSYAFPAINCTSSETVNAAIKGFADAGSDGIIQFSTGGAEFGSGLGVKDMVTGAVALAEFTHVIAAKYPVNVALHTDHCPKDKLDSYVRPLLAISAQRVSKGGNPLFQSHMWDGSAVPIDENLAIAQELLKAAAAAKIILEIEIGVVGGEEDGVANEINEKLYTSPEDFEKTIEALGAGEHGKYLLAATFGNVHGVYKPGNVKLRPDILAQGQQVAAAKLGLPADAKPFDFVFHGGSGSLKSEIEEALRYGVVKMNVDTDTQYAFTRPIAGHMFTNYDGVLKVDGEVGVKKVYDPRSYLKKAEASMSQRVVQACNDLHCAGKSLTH
GDH-TPI inh: GDH-TPI coupling enzyme inhibitors, primary screen, artefact control for M. tuberculosis FBA inhibitor project, biochemical, absorbance, full deck; GDH-TPI coupled enzyme counterscreen, NADH absorbance; AID 588335, 2011; inhibition, % at 4.8 µM; 360,000 tested, 1.2% active;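 also: 0% = DMSO wells and 100% = wells lacking the enzyme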
BoNT-F LC inh: BoNT/F light chain protease inhibitors, primary screen, biochemical, flow cytometry, MLPCN library; Multiplex microsphere protease cleavage assay; inhibition, % at 10 µM; 360,000 tested, 0.22% active; Botulinum neurotoxin type F light chain protease (Clostridium botulinum); in the data active = inhibition above about 35%, passing the limit was not always enough; inconclusive = no clear call, values can overlap the other calls; also: plate controls were buffer without enzyme for full effect and enzyme alone for no effect
BioA inh: M. tuberculosis BioA enzyme inhibitors, primary screen, biochemical, plate reader, single point, HTS; purified M. tuberculosis BioA enzyme; inhibition, % at 9.99 µM; 360,000 tested, 0.096% active; in the data active = inhibition above about 40%; inconclusive = no clear call, values can overlap the other calls
CCHFV vOTU inh: CCHFV vOTU protease inhibitors, primary screen, biochemical, Pep-AMC substrate, fluorescence | Crimean-Congo hemorrhagic fever virus L polyprotein viral ovarian tumor (vOTU) protease … | inhibition, % at 11.5 µM | 370,000 tested, 0.55% active; also: 0% = vehicle wells with enzyme and 100% = no enzyme wells
Mtb UGM inh: M. tuberculosis UGM enzyme inhibitors, primary screen, biochemical, fluorescence polarization, single point. inhibition, % at 10 µM. UDP-galactopyranose mutase (Mycobacterium tuberculosis (strain ATCC 25618 / H37Rv)), …. 320,000 tested, 0.06% active. purified UGM, fluorescence polarization probe displacement; in the data active = inhibition above about 10%, passing the limit was not always enough; inconclusive = no clear call, values can overlap the other calls
Target sequence (P9WIQ1 whole entry, looked up): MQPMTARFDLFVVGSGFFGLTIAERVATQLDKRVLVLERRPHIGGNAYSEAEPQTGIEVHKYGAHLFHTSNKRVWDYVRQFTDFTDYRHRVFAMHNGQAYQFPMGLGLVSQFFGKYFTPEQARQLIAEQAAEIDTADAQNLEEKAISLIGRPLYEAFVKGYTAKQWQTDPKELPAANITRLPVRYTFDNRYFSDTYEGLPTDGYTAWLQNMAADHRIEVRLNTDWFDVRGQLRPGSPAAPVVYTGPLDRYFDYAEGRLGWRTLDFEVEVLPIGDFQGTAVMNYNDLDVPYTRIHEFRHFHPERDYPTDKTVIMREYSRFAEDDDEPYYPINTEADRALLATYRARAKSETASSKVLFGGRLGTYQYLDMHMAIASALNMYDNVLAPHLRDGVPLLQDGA
FadD28 FP inh: inhibitors of FadD28 bisubstrate probe binding, primary screen, biochemical, fluorescence polarization, single point; inhibition, % at 12.5 µM; 360,000 tested, 0.22% active; AID 588549, 2011; Mycobacterium tuberculosis FadD28 fatty-acid-AMP ligase; in the data active = inhibition above about 8.5%, passing the limit was not always enough; inconclusive = no clear call, values can overlap the other calls
BoNT-A LC inh2: BoNT/A light chain protease inhibitors, primary screen, biochemical, flow cytometry, MLPCN library; 360,000 tested, 0.17% active; Botulinum neurotoxin type A light chain protease (Clostridium botulinum A str. ATCC 3502); inhibition, % at 10 µM; multiplex microsphere protease substrate cleavage; in the data active = inhibition above about 30%; inconclusive = no clear call, values can overlap the other calls; also: plate controls were buffer without enzyme for full effect and enzyme alone for no effect
PrPC surface inh: inhibitors of human cell surface prion protein PrPC, primary screen, cell-based, TR-FRET. TR-FRET read-out. 370,000 tested, 0.43% active. inhibition, % at 13.8 µM. Major prion protein (Homo sapiens), P04156; in the data active = inhibition above about 24%; also: 0% = median of the test wells and 100% = reference compound wells
An asterisk follows results filed as active; ? = inconclusive; / = no result given. Rule as the data show it, unless noted: active = inhibition above about 30%; inactive = the rest.

SMILES | FBA Mtb inh | GDH-TPI inh | BoNT-F LC inh | BioA inh | CCHFV vOTU inh | Mtb UGM inh | FadD28 FP inh | BoNT-A LC inh2 | PrPC surface inh
CCN(CC)CCSc1nc(O)c(Cc2ccccc2)c(=O)n1-c1ccccc1 | -0.1 | 0.9 | 4.0 | / | 7.9 | -1.7 | 0.0 | 0.7 | -3.3
CCc1ccc(N(CC(=O)NC2CCCC2)S(=O)(=O)c2c(C)noc2C)cc1 | 2.7 | -0.5 | -7.1 | -0.4 | -2.9 | 2.8 | -2.9 | -0.3 | 9.2
S=C(NC1CCCCC1)NN1CCOCC1 | -5.4 | -3.2 | -4.2 | -0.2 | 8.9 | 1.8 | -1.4 | -0.7 | -4.8
O=C(NC(=S)N1CC1)c1ccccc1 | 1.1 | 6.5 | -0.8 | -0.3 | 0.8 | / | -2.2 | 0.0 | -1.7
CN(C)c1ccc(CNC(=O)CC[C@H]2O[C@@H](n3cnc4c(NC(=O)c5ccccc5)ncnc43)[C@H](O)[C@@H]2O)cc1 | 2.5 | / | -6.4 | 1.9 | 11.4 | / | -1.8 | -0.6 | -5.2
Cc1ccc(C)c(NC(=O)C(C)N2C(=O)c3ccccc3C2=O)c1 (configuration not stated) | 0.6 | 3.5 | 22.7 | -0.8 | 5.8 | -0.9 | 0.6 | 1.0 | 6.0
CCCC1(c2ccccc2)NC(=O)N(CC(=O)N2CC(=O)Nc3ccccc32)C1=O (configuration not stated) | 5.1 | 8.3 | -2.7 | -1.1 | 8.9 | 1.1 | -1.0 | 0.4 | -8.7
Cc1cccc(N2C(=O)C3CC3C2=O)c1 (configuration not stated) | 0.2 | -3.9 | 2.5 | / | -7.1 | -2.0 | -1.6 | 0.2 | 2.0
CC(Oc1cc2oc(=O)c3c(c2cc1Cl)CCC3)C(=O)NCCN1CCOCC1 (configuration not stated) | 12.5 | 24.4 | 4.5 | 3.3 | 12.3 | -0.1 | -1.8 | 0.8 | -3.3
N#CCC(=O)Nc1ccc(C(=O)OCC(=O)N(Cc2ccccc2)C2CCS(=O)(=O)C2)cc1 (configuration not stated) | -5.7 | -5.1 | -1.7 | / | 0.0 | -2.2 | -4.4 | -0.4 | -2.7
COc1ccc(NS(=O)(=O)c2ccc(N3CCCCC3)c(NC(=O)C(C)NC(N)=O)c2)cc1 (configuration not stated) | 1.2 | 0.0 | 4.8 | 1.0 | -17.7 | -1.0 | / | -0.1 | 3.0
COc1ccccc1CCNC(=O)Cc1cccs1 | 5.8 | -2.4 | -5.1 | -0.5 | -2.5 | -0.4 | -0.2 | -1.0 | 3.2

Whole records, quoted from the list.
O=C(NC(=S)N1CC1)c1ccccc1 in the list: FBA Mtb inh = 1.1; GDH-TPI inh = 6.5; BoNT-F LC inh = -0.8; BioA inh = -0.3; CCHFV vOTU inh = 0.8; Mtb UGM inh = /; FadD28 FP inh = -2.2; BoNT-A LC inh2 = 0.0; PrPC surface inh = -1.7
COc1ccc(NS(=O)(=O)c2ccc(N3CCCCC3)c(NC(=O)C(C)NC(N)=O)c2)cc1 (configuration not stated) in the list: FBA Mtb inh = 1.2; GDH-TPI inh = 0.0; BoNT-F LC inh = 4.8; BioA inh = 1.0; CCHFV vOTU inh = -17.7; Mtb UGM inh = -1.0; FadD28 FP inh = /; BoNT-A LC inh2 = -0.1; PrPC surface inh = 3.0

Continued:
SMILES | FBA Mtb inh | GDH-TPI inh | BoNT-F LC inh | BioA inh | CCHFV vOTU inh | Mtb UGM inh | FadD28 FP inh | BoNT-A LC inh2 | PrPC surface inh
Cc1ccc(C)c(N2N=C(C(=O)O)CCC2=O)c1 | 4.3 | -19.4 | 8.9 | / | -0.2 | -0.1 | -3.5 | 0.1 | 1.0
COC(=O)c1ccc(NC(=O)CSc2nnc(C)n2-c2ccccc2)cc1 | 1.6 | 10.6 | 13.2 | / | 5.8 | 2.5 | -0.4 | 8.9 | 1.4
O=C(c1ccco1)N1CCN(C(=O)c2cc(-c3ccc(F)cc3)no2)CC1 | -2.3 | -3.5 | -0.4 | 0.3 | 5.8 | 0.8 | 0.5 | 0.5 | -3.9
Cc1ccc(-c2nn(Cc3ccccc3)cc2/C=C/C(=O)O)cc1C | -1.6 | -3.5 | -1.0 | 15.2 | -11.5 | 1.3 | -5.8 | -0.1 | 4.9
COc1ccc(C2C(C(=O)Nc3cc(OC)c(OC)c(OC)c3)c3ccccc3C(=O)N2C)cc1OC (configuration not stated) | 2.6 | 3.1 | -1.7 | 4.7 | 10.2 | 4.4 | -1.3 | 0.5 | 2.0
COc1ccc(C(C)=O)cc1CN1C(=O)NC2(CCCCCC2)C1=O | 4.7 | 4.8 | -8.6 | 0.2 | -1.1 | 1.8 | 1.4 | -0.3 | 3.4
CN(N)c1nc(-c2ccccc2)nnc1C(F)(F)F | -0.2 | 9.4 | -5.9 | -1.0 | 2.4 | 0.8 | -1.6 | 0.0 | -2.8
COc1ccc(NC(=O)CN(C)S(=O)(=O)c2ccc3c(c2)c(=O)n(C)c(=O)n3C)cc1 | 1.1 | 4.3 | -2.3 | 0.0 | 1.1 | -0.3 | -0.6 | 0.4 | -2.2
CCOC(=O)c1c[nH]c2nc(C)ccc2c1=O | -0.1 | -10.4 | -1.3 | / | -17.2 | 1.6 | -2.9 | -0.2 | -7.0
CCOC(=O)CSc1nn(-c2ccccc2)c(=S)s1 | 1.8 | 4.8 | -3.1 | / | 3.2 | -1.4 | -0.8 | -1.2 | 4.3
Cn1c(SCc2cccnc2)nc2c(c1=O)SCC2 | 0.7 | 20.7 | -3.0 | / | -6.1 | 0.5 | -0.9 | -1.4 | -1.2
O=C(NCC(c1ccco1)N1CCN(c2ccccc2)CC1)C(=O)NC1CCCC1 (configuration not stated) | 1.4 | 4.1 | 1.5 | -1.1 | 11.8 | -2.0 | -0.7 | -2.0 | -5.2
Cc1ccc(OCC(=O)Nc2ccc(S(=O)(=O)NC3=NCCCCC3)cc2)cc1 | -3.0 | 7.1 | 4.2 | 0.1 | 6.3 | / | -3.6 | 0.0 | 3.2
CCCCOc1cccc(C2(C(=O)O)CCCC2)c1 | -0.7 | -0.4 | -3.4 | 1.6 | 8.0 | -0.6 | -3.1 | -0.3 | -0.8
N#CCCn1cc(C(=O)Nc2ccccc2Br)c(-c2cc3ccccc3o2)n1 | -0.1 | 0.4 | 5.4 | / | 6.3 | / | -6.3 | -0.4 | -8.6
CC(=O)Oc1ccc(OC(C)=O)c(SCCCCCN2CCOCC2)c1 | -1.3 | 0.0 | 1.1 | -1.3 | 3.3 | -3.1 | -2.6 | -0.6 | -14.0
O=C(CSc1ccccc1)N1CCN(S(=O)(=O)c2ccccc2)CC1 | 2.6 | -13.7 | 6.7 | 0.4 | -11.4 | -1.0 | -2.0 | 0.6 | -4.1
CCc1nc2c(OCc3ccc(OC)cc3)cccn2c1N(C)C(=O)c1ccncc1 | -0.3 | 5.4 | 3.2 | -0.1 | 3.8 | / | -1.6 | -0.1 | 4.5
CC(=O)Nc1cccc(C(=O)OC(C(=O)c2ccc(C)c(C)c2)c2ccccc2)c1 (configuration not stated) | 0.3 | -10.9 | -2.5 | 0.9 | 3.4 | -0.1 | -3.6 | -0.8 | 6.0
COc1ccc(S(=O)(=O)Cc2ccc(C(=O)NCC(OC)OC)o2)cc1 | -4.2 | -15.4 | 23.9 | 0.3 | -5.8 | 1.6 | -2.9 | -0.1 | 2.7
CC1=C(C(=O)OCC2CCCO2)C(c2ccc(Cl)cc2)NC(=O)N1 (configuration not stated) | -2.0 | 0.6 | -0.9 | / | -0.2 | -4.1 | 1.2 | -0.6 | -1.6
Cn1c(=O)c2[nH]c(SCCN3CCCCC3)nc2n(C)c1=S | -1.2 | 7.9 | 5.3 | 0.4 | -4.3 | / | 0.4 | 0.4 | 2.8
Cc1cccc(OCc2nnc(SCCC(=O)O)n2-c2ccccc2)c1 | 0.2 | -0.4 | 12.2 | 0.9 | -6.0 | 2.1 | -0.6 | -2.5 | -4.4
O=C(NN=C1CCC(=NNC(=O)c2ccccn2)CC1)c1ccccn1 | -10.3 | 8.0 | -8.8 | / | -1.8 | / | -2.5 | -0.6 | -6.2
c1ccc(CCc2nc(-c3ccccn3)no2)cc1 | 0.0 | -4.1 | -3.6 | -0.6 | -10.3 | -2.9 | -2.9 | -0.8 | 5.4
CCOC(=O)N1CCN(C(=O)c2ccc(CS(=O)Cc3ccccc3Cl)o2)CC1 (configuration not stated) | -3.5 | 0.0 | -0.8 | 0.6 | -1.3 | -1.0 | -3.7 | 0.4 | -2.8
COC(=O)/C(=C\c1cccnc1)NC(=O)c1ccc(OCc2ccccc2)cc1 | 2.5 | -3.5 | 2.4 | -0.1 | -3.5 | 7.9 | 0.8 | 0.8 | -3.6
CCOC(=O)c1cc(-c2ccc3c(c2)OCCO3)n[nH]1 | -2.3 | 0.6 | 0.2 | / | -4.2 | 0.9 | -1.0 | 0.8 | -1.6
COc1ccc([N+](=O)[O-])cc1NC(=O)Cc1ccc(C)cc1 | 2.0 | 5.9 | -3.0 | / | 5.2 | -1.4 | -2.7 | -1.1 | -15.0
COc1ccc(NC(=S)N2CCC(c3nc4ccccc4o3)CC2)c(OC)c1 | -1.1 | -1.6 | -5.9 | / | 4.2 | -1.8 | -1.0 | -1.4 | -2.4
COc1ccc(/C=N/Nc2cc(N3CCOCC3)nc(C)n2)c(OC)c1 | 2.9 | 68.5* | ? | 3.5 | 6.7 | 2.0 | 0.4 | -4.8 | 0.6
CCN1C(=O)[C@H]2[C@@H](c3ccc(C)cc3)N3C(=O)N(c4ccc(C)cc4)C(=O)[C@@]3(CC)[C@H]2C1=O | -0.7 | 4.5 | -9.0 | -1.2 | -0.5 | -0.9 | -0.5 | 0.0 | -2.1
Cc1ccc(Cl)cc1N1CCN(S(=O)(=O)c2ccc3c(c2)NC(=O)C(C)C(=O)N3)CC1 (configuration not stated) | 3.9 | -3.3 | -8.7 | 0.1 | -3.9 | -0.4 | -2.1 | -0.5 | 4.0
CCN1CCN(c2ccc(S(=O)(=O)N3CCCCC3)cc2NC(=O)CC(NC(C)=O)c2ccccc2)CC1 (configuration not stated) | 3.5 | 0.0 | ? | / | -19.0 | -0.9 | -2.4 | 10.9 | 1.5
Cc1nc2sc(C(c3cccc(F)c3)N3CCN(C(=O)c4ccco4)CC3)c(O)n2n1 (configuration not stated) | -1.6 | -3.9 | 7.1 | 5.8 | -6.5 | 2.1 | -0.9 | 0.3 | -3.7
O=C(Oc1cccc(C(=S)N2CCCCC2)c1)c1ccccc1 | 1.3 | 6.0 | -2.0 | -1.1 | 7.7 | -1.3 | 2.0 | -0.9 | 0.9
COCCNC(=O)Cc1cn(C)c2ccccc12 | 2.9 | 6.8 | 5.2 | -1.1 | -1.2 | 0.8 | -0.7 | -0.1 | -2.2
O=S1(=O)N[C@H](Cc2ccccc2)COc2cc(N3CCC[C@@H]3CO)ccc21 | / | / | 1.0 | / | 11.9 | / | / | -0.4 | -5.9
S=C1NC(c2ccccc2)=CC(c2ccccc2)N1 (configuration not stated) | 2.5 | 4.4 | 0.7 | / | 18.6 | -1.5 | -1.2 | -0.8 | 6.4
Cc1c(C(=O)C(=O)N2c3ccccc3CC2C)c2ccccc2n1C (configuration not stated) | -3.9 | 8.0 | -6.0 | / | 19.3 | -0.2 | ? | -0.2 | 11.9
Cc1c(C(=O)O)sc2nc3n(c(=O)c12)CCC(C)CC3 (configuration not stated) | 0.5 | -3.3 | 1.1 | / | -7.5 | 1.4 | -0.3 | 1.0 | 8.4
